Source: PubChem BioAssay (NCI)
All columns: NCI-60 one-dose screen, growth in % after 48 h at 10 µM unless noted; 100 = growth as untreated, 0 = no growth, -100 = all killed.
EKVX: EKVX NSCLC; hit rate 3% among 71,000
RPMI-8226: RPMI-8226 leukemia cells. hit rate 7.5% among 77,000
UACC-62: UACC-62 melanoma; hit rate 5.4% among 81,000; AID 1794756
HOP-62: HOP-62 NSCLC. hit rate 3.9% among 80,000
M14: M14 melanoma; hit rate 6.2% among 80,000
CCRF-CEM: CCRF-CEM leukemia; hit rate 7% among 77,000
A549/ATCC: A549/ATCC NSCLC. hit rate 3.7% among 81,000. AID 1794740
HOP-92: HOP-92 NSCLC cells | hit rate 6.3% among 71,000 | AID 1794738
Starred values were filed as active, the others as inactive; nt = no result given; & = joins results of further samples; [ ] = dose if it differs, or a comment. How the source made its calls: active means growth percent below 10; inactive means the rest. Rows were taken by chance; about 12% have a hit in one of these screens.

Field names – A = EKVX; B = RPMI-8226; C = UACC-62; D = HOP-62; E = M14; F = CCRF-CEM; G = A549/ATCC; H = HOP-92
CCCC(=S)N1CCN(c2ccccc2)CC1
  A: 108	B: 101	C: 88	D: 107	E: 104	F: 112	G: 105	H: 119
N=C(N=C(C(Cl)(Cl)Cl)C(Cl)(Cl)Cl)N=C(C(Cl)(Cl)Cl)C(Cl)(Cl)Cl
  A: 98	B: 110	C: 102	D: 107	E: 103	F: 112	G: 104	H: 91
COc1ccc(-c2nc(SCC(C)C)nc(N3CCOCC3)c2C#N)cc1
  A: 92	B: 98	C: 77	D: nt	E: 106	F: 88	G: 83	H: 90
CCC(C)SC(=N)N (configuration not stated)
  A: 100	B: 104	C: 100	D: 100	E: 103	F: 94	G: 89	H: 106
Cc1[nH]c2ccccc2c1CCCO
  A: 125	B: nt	C: 106	D: 95	E: 95	F: nt	G: 101	H: 104
O=C(Nc1nc2cc(Cl)ccc2o1)c1ccc(C(=O)Nc2nc3cc(Cl)ccc3o2)cc1
  A: nt	B: 53	C: 63	D: 94	E: 58	F: 24	G: 61	H: 79
CC(C)CC(=O)c1ccco1
  A: 99	B: 91	C: 94	D: 87	E: 91	F: 107	G: 100	H: 85
COc1ccc(C(C)=O)cc1S(=O)(=O)Nc1c(N)nc(OC)n(C)c1=O
  A: 99	B: 92	C: 93	D: 105	E: 90	F: 86	G: 84	H: 83
CCCCNC1=C(OCC)C(=O)c2ccccc2C1=O
  A: 104	B: 88	C: 97	D: 125	E: 96	F: 100	G: 99	H: 74
Cn1ccnc1C(=O)/C=C/c1ccc(C(=O)Nc2nc3ccccc3[nH]2)cc1
  A: 62	B: 11	C: 75	D: 34	E: 71	F: 15	G: nt	H: 53

(continued)
Field names – A = EKVX; B = RPMI-8226; C = UACC-62; D = HOP-62; E = M14; F = CCRF-CEM; G = A549/ATCC; H = HOP-92
N#Cc1cccc(-c2cc(=O)c3cc(O)ccc3[nH]2)c1
  A: 99	B: 105	C: 95	D: 103	E: 109	F: 105	G: 103	H: 107
Cc1ccc(N=Nc2ccc(N=Nc3c(S(=O)(=O)O)cc4cc(Nc5ccccc5)ccc4c3O)c3cc(S(=O)(=O)O)ccc23)cc1
  A: 107	B: 104	C: 105	D: 100	E: 107	F: 97	G: 98	H: 97
C#CC(O)c1ccc(Cl)cc1Cl (configuration not stated)
  A: 100	B: 104	C: 102	D: 117	E: 107	F: 99	G: 101	H: 82
c1ccc(-c2nc(N3CCCNCC3)c3nc(-c4ccccc4)oc3n2)cc1
  A: 63	B: -16*	C: -78*	D: 78	E: 96	F: 13	G: -39*	H: 42
O=[N+]([O-])c1cccc(-c2nnc(CSc3nnc(-c4cccc([N+](=O)[O-])c4)o3)o2)c1
  A: 103	B: nt	C: 88	D: 106	E: 97	F: 98	G: 103	H: 106
COc1cc(OC)cc(-c2nn(CC(=O)N3CCCCC3)c3ncnc(N)c23)c1
  A: 103	B: 105	C: 95	D: 104	E: 100	F: 103	G: 107	H: 105
CCOC(=O)C(C#N)C(C)(C)C[N+](=O)[O-] (configuration not stated)
  A: nt	B: 104	C: 98	D: 104	E: 109	F: 101	G: 96	H: nt
O=C(CSc1nc(-c2ccccc2)c(-c2ccccc2)o1)N1CCOCC1
  A: nt	B: 95	C: 88	D: 110	E: 110	F: 98	G: 102	H: 94
Cc1cc(N=NC(N)=S)c2ccccc2c1O
  A: 66	B: 79	C: 88	D: 92	E: 102	F: 70	G: 101	H: 49
COc1ccc([N+](=O)[O-])cc1C(=O)Nc1cccc(C2CC(=O)c3c(cc(OC)c(OC)c3OC)O2)c1 (configuration not stated)
  A: 85	B: 48	C: 66	D: 95	E: 93	F: 58	G: 83	H: 68

The list goes on:
Field names – A = EKVX; B = RPMI-8226; C = UACC-62; D = HOP-62; E = M14; F = CCRF-CEM; G = A549/ATCC; H = HOP-92
Nc1ncc2[nH]c(N)nc2n1
  A: 115	B: 96	C: 95	D: nt	E: 109	F: 99	G: nt	H: 85
COc1cc(C(SCc2ccccc2)SCc2ccccc2)ccc1O
  A: 92	B: 70	C: 65	D: 100	E: 90	F: 85	G: 84	H: 75
Cc1nc2ccccc2n1C(=O)C[C@@H]1NC(=O)NC1=O
  A: 100	B: 120	C: 98	D: 90	E: 104	F: 110	G: 109	H: 120
C/C(=N/O)c1ccc(N2C(=O)c3ccc(C)cc3C2=O)cc1
  A: 97	B: 104	C: 97	D: 101	E: 103	F: 99	G: 98	H: 107
CC(=Nc1ccccc1)C1=C(O)C(CC(C)C)NC1=O (configuration not stated)
  A: 101	B: 95	C: 106	D: 106	E: 102	F: 105	G: 113	H: nt
O=C1CC[C@@]2(O1)C(=O)O[C@@H](CI)[C@H]2c1ccccc1
  A: 116	B: 92	C: 89	D: 92	E: 108	F: 96	G: 105	H: 65
CCCCn1c(-c2ccc(C(=O)O/N=C(\N)c3ccc4ccccc4c3)cc2)nc(-c2ccccc2)c1-c1ccccc1
  A: 76	B: 67	C: 76	D: 91	E: 83	F: 41	G: 42	H: 78
CCCCCCCCn1cc2c(Nc3cccc(Br)c3)ncnc2n1
  A: 80	B: 89	C: 92	D: 105	E: 107	F: 100	G: 109	H: 106
Nc1ncnc2c1ncn2C1OC(COP(=O)(O)O)C(O)C1O (configuration not stated)
  A: 113	B: 106	C: 104	D: 115	E: 111	F: 105	G: 114	H: 103
COc1ccc(-c2cc(-c3ccc(Cl)cc3)c(C#N)c(=O)n2CCCCCC(=O)O)cc1
  A: 104	B: 106	C: 92	D: 114	E: nt	F: 107	G: 109	H: 109

Going on with the list.
Field names – A = EKVX; B = RPMI-8226; C = UACC-62; D = HOP-62; E = M14; F = CCRF-CEM; G = A549/ATCC; H = HOP-92
Nc1cccc(-n2c(COc3ccc(I)cc3)nc3ccccc32)c1
  A: 102&70	B: 104&69	C: 92&58	D: 103&87	E: 108&91	F: 99&83	G: 104&104	H: 113&63
COc1ccc2c(c1)[nH]c(=O)c1c3cccc(F)c3cn21
  A: 47	B: -50*	C: 40	D: 53	E: 40	F: -17*	G: 12	H: 69
Cc1ccc2ncc(C)c(=O)n2c1
  A: 91	B: 100	C: 101	D: 91	E: 103	F: 102	G: 92	H: 90
CC(C)c1ccc2c(c1)C[C@@H](O)[C@@H]1C(C)(C)CCC[C@@]21C
  A: 98	B: 91	C: 74	D: 97	E: 98	F: 96	G: 94	H: 86
C1CN(SSN2CCOCC2)CCO1
  A: 13[100 µM]	B: 1.5*[100 µM]	C: 20[100 µM]	D: 92[100 µM]	E: -7.2*[100 µM]	F: 12[100 µM]	G: 36[100 µM]	H: -0.9*[100 µM]
COC(=O)CCNc1ccccc1C(=O)OC
  A: 101	B: 105	C: 93	D: 93	E: 93	F: 108	G: 102	H: 94
O=C(CSc1nnc(-c2cc(-c3ccccc3)nc3ccccc23)o1)c1ccccc1
  A: 100	B: 112	C: 102	D: 105	E: 102	F: 105	G: 90	H: 118
O=C(O)c1c(=O)cccc2ssc12
  A: 11	B: 4.4*	C: 14	D: -46*	E: 3.3*	F: 4.6*	G: -51*	H: -0.3*
O=C(Oc1ccccc1Cl)c1ccccc1
  A: 124	B: 102	C: 102	D: 103	E: 102	F: 99	G: 102	H: 89
Brc1ccc(-c2cnc3sc4ccccc4n23)cc1
  A: 82	B: 90	C: 87	D: 96	E: 98	F: 102	G: 105	H: 106

Further results.
Field names – A = EKVX; B = RPMI-8226; C = UACC-62; D = HOP-62; E = M14; F = CCRF-CEM; G = A549/ATCC; H = HOP-92
COc1ccc2c(c1)C(=O)c1c-2c(OCCN(C)C)nc2cc(OC)ccc12
  A: 21	B: -25*	C: 7.1*	D: 15	E: 12	F: 14	G: -44*	H: nt
O/N=C/c1cccs1
  A: nt	B: 112	C: 119	D: 94	E: 105	F: 101	G: 98	H: 94
O=C(c1ccc(Cl)cc1)N1CCN(c2ccccc2)CC1
  A: 111	B: 115	C: 104	D: 92	E: 101	F: 104	G: 96	H: nt
N[C@@H](Cc1ccccc1)[C@@H](O)C(=O)NCc1ccc(F)cc1
  A: 103	B: nt	C: 94	D: 119	E: 101	F: 111	G: 104	H: 95
Oc1c(C(c2ccccc2)N2CCOCC2)ccc2ccccc12 (configuration not stated)
  A: 108	B: nt	C: 86	D: 109	E: 95	F: 30	G: 98	H: 101
O=S(=O)(c1ccccc1)C1CC1(c1ccccc1)c1ccccc1 (configuration not stated)
  A: 89	B: nt	C: 97	D: nt	E: 100	F: 95	G: 91	H: 94
Cn1c(N2CCOCC2)nc2c(NCc3cccnc3)cccc2c1=O
  A: 95	B: 102	C: 101	D: 91	E: 103	F: 109	G: 92	H: 93
CN1CN(C)C(c2ccncc2)=C1c1ccncc1
  A: 133	B: 98	C: 100	D: 104	E: 107	F: 101	G: 128	H: 105
CC(Br)C(O)c1cc2c(cc1Br)OCO2 (configuration not stated)
  A: 104	B: 101	C: 99	D: 102	E: 96	F: 101	G: 103	H: 104
CCC1(C)NC(C)(C)CO1 (configuration not stated)
  A: nt	B: 107	C: 110	D: 101	E: 104	F: 98	G: 97	H: nt

Arranged by molar mass (low to high): 6 of the compounds above
Field names – A = EKVX; B = RPMI-8226; C = UACC-62; D = HOP-62; E = M14; F = CCRF-CEM; G = A549/ATCC; H = HOP-92
CCC1(C)NC(C)(C)CO1 (configuration not stated)
  A: nt	B: 107	C: 110	D: 101	E: 104	F: 98	G: 97	H: nt
CN1CN(C)C(c2ccncc2)=C1c1ccncc1
  A: 133	B: 98	C: 100	D: 104	E: 107	F: 101	G: 128	H: 105
N[C@@H](Cc1ccccc1)[C@@H](O)C(=O)NCc1ccc(F)cc1
  A: 103	B: nt	C: 94	D: 119	E: 101	F: 111	G: 104	H: 95
O=S(=O)(c1ccccc1)C1CC1(c1ccccc1)c1ccccc1 (configuration not stated)
  A: 89	B: nt	C: 97	D: nt	E: 100	F: 95	G: 91	H: 94
Cn1c(N2CCOCC2)nc2c(NCc3cccnc3)cccc2c1=O
  A: 95	B: 102	C: 101	D: 91	E: 103	F: 109	G: 92	H: 93
COc1ccc2c(c1)C(=O)c1c-2c(OCCN(C)C)nc2cc(OC)ccc12
  A: 21	B: -25*	C: 7.1*	D: 15	E: 12	F: 14	G: -44*	H: nt

New compounds follow
Field names – A = EKVX; B = RPMI-8226; C = UACC-62; D = HOP-62; E = M14; F = CCRF-CEM; G = A549/ATCC; H = HOP-92
CN1C(=O)N(C)C2C1NN=C1SC(c3ccccc3)=CC(=O)N12 (configuration not stated)
  A: 104	B: 101	C: 87	D: 109	E: 95	F: 110	G: 99	H: 83
Cc1ccc(NC(=O)Oc2ccc(C#N)cc2)cc1Cl
  A: nt	B: 89	C: 101	D: 115	E: 108	F: nt	G: 100	H: nt
N#CCc1ncc(-c2ccc(C(F)(F)F)cc2)c(NC2CCCCCC2)n1
  A: nt	B: -32*[100 µM]	C: 42[100 µM]	D: 72[100 µM]	E: 19[100 µM]	F: nt	G: 21[100 µM]	H: nt
O=c1[nH]nc(-c2ccccc2)c2sc3ncc(-c4ccc(Br)cc4)n3c12
  A: 67	B: 12	C: 48	D: 49	E: 42	F: 22	G: 83	H: 65
CCOC(=O)c1ccc(Nc2ccnc(SCC(=O)c3ccc(Cl)cc3)n2)cc1
  A: 98	B: 83	C: 86	D: 115	E: 103	F: 98	G: 91	H: 96
COc1ccc(-c2cnc(N)nc2-c2ccc(OC)cc2O)cc1
  A: 97	B: nt	C: 93	D: 110	E: 109	F: 82	G: 93	H: 58
CN(CCCNC(=O)c1cccc(C(=O)O)c1)CCCNC(=O)c1cc(NC(=O)c2cc(NC(=O)c3nc(NC(=O)c4cc(NC(=O)[C@H](N)CCNC(=O)c5nc(NC(=O)c6cc(NC(=O)c7cc(NC(=O)c8sccc8Cl)cn7C)cn6C)cn5C)cn4C)cn3C)cn2C)cn1C
  A: 110	B: 105	C: 97	D: 89	E: 99	F: 99	G: 63	H: 99
O=C(Nc1csnn1)c1csnn1
  A: 66	B: 114	C: 96	D: 105	E: 108	F: 95	G: 108	H: 92
C/C(=C\CC(O)Cc1ccccc1)C(=O)N[C@H](C(=O)N1CCCC1c1nccs1)C(C)C (some centres not stated)
  A: 95	B: 101	C: 97	D: 94	E: 99	F: 100	G: 95	H: 103
COc1ccc(N2C(N)=C(C#N)C(c3ccc([N+](=O)[O-])cc3)C3=C2CC(C)(C)CC3=O)cc1OC (configuration not stated)
  A: 95	B: nt	C: 100	D: 123	E: nt	F: 98	G: 100	H: 111

Carrying on.
Field names – A = EKVX; B = RPMI-8226; C = UACC-62; D = HOP-62; E = M14; F = CCRF-CEM; G = A549/ATCC; H = HOP-92
CC(C)(C)CC(C)(C)N(CSc1ccc(Cl)cc1)CSc1ccc(Cl)cc1
  A: nt	B: -25*	C: 58	D: 83	E: 48	F: -20*	G: 11	H: 23
CCN1CCN(Cc2ccc(NC(=O)Nc3nc4ccc(Oc5ccnc(C(=O)NC)c5)cc4s3)cc2C(F)(F)F)CC1
  A: 14	B: -23*	C: -93*	D: -13*	E: -76*	F: 0.1*	G: -42*	H: -68*
CCOc1ccc(OC(=O)c2ccc(O)cc2)cc1
  A: 94	B: 105	C: 101	D: 105	E: 103	F: 89	G: 88	H: nt
CCOC(=O)c1ccc(N(CC)S(=O)(=O)c2ccc(C)cc2)cc1
  A: nt	B: 93	C: 85	D: 108	E: 109	F: 96	G: 92	H: 53
CCCN1C(=O)/C(=C2\SC(N3CCOCC3)=NC2=O)c2ccccc21
  A: 93	B: 107	C: 98	D: 107	E: 113	F: 117	G: 98	H: 111
O=C1NCCO1
  A: 95&96	B: 114&102	C: 105&98	D: 100&89	E: 99&96	F: 112&101	G: 106&104	H: 101
